High-throughput results: PubChem BioAssay, several laboratories
CSM14.1 death rescue = rescue of cells from ER stress-induced death, primary screen, 384-well, CSM14.1, thapsigargin, ATP luminescence (AID 1222); CSM14.1 thapsigargin-induced death rescue, ATP luminescence; higher % means a stronger effect; cellular ATP content (survival), % at 20 µM, or EC50 in µM where a hit was titrated; 190,000 tested, under 10 active;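 active = EC50 below 50 µM in the dose-response confirmation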;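 also: death triggered by thapsigargin at about 15 µM added after 2 h compound pretreatment; cell ATP read after overnight thapsigargin exposure of roughly 18 to 22 hours; normalized against plate controls of thapsigargin alone and 5% DMSO vehicle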
human PMI inhibition = MPI enzyme activity inhibition – biochemical, fluorescence intensity, coupled assay, primary screen (AID 1209) | 190,000 compounds, 0.42% hits | purified PMI enzyme, coupled fluorescence intensity; higher % means a stronger effect | inhibition, % at 20 µM, or IC50 in µM where a hit was titrated;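 also: plate controls were DMSO vehicle for no effect and wells lacking substrate for full effect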
Hep lipid drop = hepatic lipid droplet formation modulation | AML12 mouse hepatocytes, oleate lipid droplets, BODIPY imaging | AID 1656 | inhibition, % at 6.5 µM | 240,000 compounds, 0.4% hits;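 active = lipid droplet intensity inhibited by at least 50%, with more than 500 cells counted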
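Assay system: AML12 mouse liver cells | Compound: 6.5 µM single-point dosing | Schedule: Overnight exposure | Technique: Fluorescence imaging, 20x objective, two fields per well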
WT yeast gro inh = growth inhibition of WT yeast, mitochondrial fusion screen; mitochondrial fusion phenotypic screen, WT strain; inhibition, % at 10 µM; 190,000 compounds, 2.1% hits; in the data active = inhibition above about 58%; tested in S. cerevisiae
UTI89 phage lysis = protection from phage-mediated lysis, alamar blue read-out – E. coli UTI89, K1F phage, bacterial capsule biogenesis inhibitors (AID 488966); E. coli UTI89 K1F phage lysis, alamar blue, 2 h; higher % means a stronger effect; inhibition, % at 100 µM, or IC50 in µM where a hit was titrated; 340,000 compounds, 0.02% hits;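 active = phage lysis inhibition, versus mean bacterial control, above a set limit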;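 also: capsule biogenesis inhibitors block K1F phage lysis so surviving cells raise fluorescence; higher fluorescence means more inhibition of phage lysis; actives were called in the ten point dose series up to 300 µM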
TNAP activators = stimulation of alkaline phosphatase TNAP activity – biochemical, luminescent, no phosphate acceptor, uHTS, primary screen (AID 1001) | purified TNAP, luminescent activation assay, no phosphate acceptor; higher activation fold means a stronger effect | activation fold at 20 µM, or EC50 in µM where a hit was titrated | 200,000 compounds, 0.03% hits; in the data active = activation fold from about 3, or a potency from the dose series; inactive = the rest, 99 in 100 with activation fold below about 1.6; also: many of its hits are not listed in these tables
Myeloid diff 2 = myeloid differentiation induction; ER-HoxA9 myeloid progenitors, lysozyme-GFP differentiation, flow cytometry; calls only at 10 µM; 360,000 compounds, 1% hits; AID 624256;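 active = normalized GFP-positive differentiation at or above the plate's own cutoff, the solvent-only control mean plus 3 SD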;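 also: cells exposed to compound for four days before flow analysis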
PMI inhibition = MPI inhibition at elevated mannose 6-phosphate – biochemical, fluorescence intensity, high mannose 6-phosphate, primary screen (AID 1220). recombinant PMI enzyme, coupled fluorescence intensity; higher % means a stronger effect. one-dose inhibition, % at 20 µM; IC50 in µM for titrated hits. 190,000 compounds, 0.66% hits
M1AAP inhibition = P. falciparum M1AAP inhibitors, biochemical, fluorogenic H-Leu-NHMec substrate, 1536-well (AID 1445). recombinant M1AAP, H-Leu-NHMec fluorogenic kinetic assay; higher % means a stronger effect. inhibition, % at 30 µM; hits with a dose series show IC50 in µM. 220,000 compounds, 0.42% hits;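 active = primary inhibition above the hit cutoff, then over 50% inhibition at one or more dose response concentrations, cut at about 23% in these data, passing the limit was not always enough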;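 also: plate controls were DMSO full reaction for no effect and no enzyme background for full effect; strong numbers were not always called active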
WT yeast gro inh mutant strain = further read-out of WT yeast gro inh, marked with its call; inhibition, %; mitochondrial fusion phenotypic screen, mutant strain inhibition
Hep lipid drop cells 6.5 µM = second read-out of Hep lipid drop, no call of its own (marks repeat the call); cell count; measured here: cell count, cytotoxicity flag;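 cells counted across two imaged fields per well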
Myeloid diff 2 GFP+ MAC1+ % = recorded beside Myeloid diff 2, whose call it bears; GFP+ MAC1+ double positive, %; measured here: differentiation confirmed by MAC1 staining
* marks the source's active call; other numbers are inactive results; i = inactive; x = no result given. Rule as the data show it, unless noted: active = inhibition above about 50%; inactive = the rest.

SMILES | CSM14.1 death rescue | human PMI inhibition | Hep lipid drop | Hep lipid drop cells 6.5 µM | WT yeast gro inh | WT yeast gro inh mutant strain | UTI89 phage lysis | TNAP activators | Myeloid diff 2 | Myeloid diff 2 GFP+ MAC1+ % | PMI inhibition | M1AAP inhibition
CSCCC(NC(=O)c1ccc(Cl)cc1)C(=O)O (stereo unspecified) | 8.5% | -17% | -2 | 693 | -2 | 7 | 0.5% | 1.2 | i | 0.3 | -8% | 3%
COc1cc2c(cc1OC)C(c1cc(OC)c(OC)c(OC)c1)NCC2 (stereo unspecified) | -0.2% | -16% | -12 | 704 | 8 | -1 | 0.2% | 1.1 | i | 1.1 | -1% | -1%
Cc1ccc(N2CCN(C3=NC(=O)/C(=C\c4cccs4)S3)CC2)cc1 | -1.6% | 6% | 4 | 708 | 53 | 27 | 0.4% | 1.1 | i | 0.6 | 4% | 4%
O=C(CCNc1cccc(Cl)c1)c1ccco1 | 0.8% | 6% | x | x | -1 | -1 | 0.6% | 1.1 | i | 14 | 4% | 12%
COC(=O)c1cc(=O)n(CCc2ccc(OC)cc2)c(=Nc2ccc(F)c(Cl)c2)s1 | 0.1% | 4% | x | x | 6 | -5 | 2.0% | 1.1 | i | 3.4 | 10% | 14%
CCn1c(-c2ccc(OC)c(OC)c2)n[nH]c1=S | -1.9% | 16% | 14 | 781 | -12 | -20 | 0.5% | 0.9 | i | 0.9 | 10% | -6%
CCOC(=O)CC1C(=O)NCCN1C(=O)NC1CCCCC1 (stereo unspecified) | 0.5% | -7% | 1 | 720 | -21 | -6 | 0.7% | 1 | i | 6.8 | -10% | 12%
Cc1ccc(C)c(-n2cc(-c3ccc(Cl)cc3)nc2SCC(=O)NC2CCS(=O)(=O)C2)c1 (stereo unspecified) | 2.6% | 23% | -10 | 537 | 6 | -3 | -1.7% | 1 | i | 0.3 | 14% | 4%
CCOC(=O)c1ccc(Nc2ncnc3ccccc23)cc1 | 2.4% | -12% | 16 | 705 | 9 | 23 | 0.3% | 1.1 | i | 0.3 | -5% | 8%
COCc1cc(/C=N\NC(=O)Cc2ccc(OC)cc2)ccc1OC | -0.3% | 3% | x | x | -11 | -18 | -0.1% | 1 | i | 0.5 | 8% | 3%

Rewritten as tab-separated lines: two of the compounds above.
SMILES	CSM14.1 death rescue	human PMI inhibition	Hep lipid drop	Hep lipid drop cells 6.5 µM	WT yeast gro inh	WT yeast gro inh mutant strain	UTI89 phage lysis	TNAP activators	Myeloid diff 2	Myeloid diff 2 GFP+ MAC1+ %	PMI inhibition	M1AAP inhibition
CCOC(=O)c1ccc(Nc2ncnc3ccccc23)cc1	2.4%	-12%	16	705	9	23	0.3%	1.1	i	0.3	-5%	8%
COCc1cc(/C=N\NC(=O)Cc2ccc(OC)cc2)ccc1OC	-0.3%	3%	x	x	-11	-18	-0.1%	1	i	0.5	8%	3%

(cont.)
SMILES | CSM14.1 death rescue | human PMI inhibition | Hep lipid drop | Hep lipid drop cells 6.5 µM | WT yeast gro inh | WT yeast gro inh mutant strain | UTI89 phage lysis | TNAP activators | Myeloid diff 2 | Myeloid diff 2 GFP+ MAC1+ % | PMI inhibition | M1AAP inhibition
COc1cc2cc(C#N)c(SCC(=O)N3CCOCC3)nc2cc1OC | 0.7% | 5% | 5 | 789 | -9 | -7 | 1.0% | 1.1 | i | 0.6 | 18% | 10%
O=[N+]([O-])c1cc(Cl)ccc1N1CCN(c2ccccc2O)CC1 | -0.2% | 16% | -6 | 744 | 75* | 48* | x | 1 | i | 0.0 | 32% | -2%
COc1ccc(-n2cnnc2SCC(=O)N(C)C2CCS(=O)(=O)C2)cc1 (stereo unspecified) | 2.5% | 2% | x | x | -3 | 0 | 0.4% | 1.2 | i | 2.3 | -1% | 1%
O=C(CS(=O)(=O)c1cccc(Cl)c1)Nc1ccccc1Cl | -2.5% | -1% | x | x | -4 | -22 | -0.4% | 1.1 | i | 0.5 | -8% | 4%
CCOC(=O)c1oc2c(CN3CCN(CCO)CC3)c(O)c(CC)cc2c(=O)c1-c1nc2ccccc2s1 | -0.7% | -8% | 12 | 664 | 23 | 10 | -0.7% | 1 | i | 0.1 | -1% | 12%
CN(C(=O)COC(=O)CNC(=O)C12CC3CC(CC(C3)C1)C2)C1CCS(=O)(=O)C1 (stereo unspecified) | -0.2% | 3% | 5 | 741 | -4 | -12 | 0.3% | 1 | i | 1.2 | 2% | -2%
CCC(=O)Nc1ccc(OC)cc1OC | -1.1% | 1% | 16 | 680 | 0 | 14 | 0.5% | 1.1 | i | 0.5 | 1% | 1%
CC(C)CCN1CCN(C2CCN(c3ccccc3)CC2)CC1CCO (stereo unspecified) | -1.1% | 11% | 18 | 650 | -15 | 2 | 0.1% | 1.1 | i | 0.6 | 7% | 4%
COC(=O)C1=C(C)N(CCCC(=O)O)C(=O)NC1c1cc2c(cc1[N+](=O)[O-])OCO2 (stereo unspecified) | -2.3% | 13% | -2 | 760 | 16 | -4 | 1.4% | 1.1 | i | 0.8 | 22% | 3%
C/C=C(\C)C(=O)NCCN1C2=NC[C@H](C(C)C)N2C[C@@H]1Cc1ccc(OC)cc1 | 0.7% | -18% | -15 | 699 | -1 | 8 | 4.5% | 1 | i | 1.5 | -12% | 3%
COc1ccc(/C(C)=N/OC/C(O)=C(\C#N)c2nc3ccccc3[nH]2)cc1 | 0.2% | 10% | 4 | 655 | -1 | 6 | 0.0% | 1 | i | 0.3 | 0% | -2%
O=C(CCN1C(=O)c2ccccc2C1=O)Nc1ccc(F)cc1F | 0.3% | 7% | x | x | -2 | -9 | -0.6% | 1.2 | i | 7.0 | 3% | -1%
C/C(CC(=O)N1CCN(C=O)CC1)=N\NC(=O)c1ccc(Cl)cc1 | -0.8% | -1% | -10 | 710 | -9 | -17 | -1.2% | 1 | i | 0.3 | 4% | x
CN1CCC(N(C)CC(O)c2ccccc2)CC1 (stereo unspecified) | -0.7% | -2% | -4 | 696 | 11 | 9 | 0.2% | 1.1 | i | 0.3 | -3% | 1%
Cc1ccc(-c2nnc(SCC(=O)Nc3ccc4c(c3)OCCO4)n2N)cc1 | -1.1% | 5% | x | x | 10 | 3 | 0.2% | 1.1 | i | 0.5 | 10% | 4%
CC(=O)c1cccc(NC(=O)N2CCCC2C(=O)NCc2ccc(C)cc2)c1 (stereo unspecified) | -1.4% | 13% | -9 | 672 | 8 | -40 | 2.6% | 1.1 | i | 0.6 | 11% | 4%
CC(=O)Nc1nc2c(c3c1c(=O)oc1ccccc13)CCCCC2 | -1.6% | -3% | x | x | -5 | -8 | x | 1.2 | x | x | -3% | 5%
COc1cc2[nH]ccc(=O)c2cc1OC | -1.6% | 1% | -4 | 730 | -3 | -20 | -0.5% | 1.1 | i | 1.8 | 3% | 2%
C/C(N)=C(/C#N)C(=O)CSc1n[nH]c(-c2cccs2)n1 | 1.3% | -7% | 0 | 657 | -9 | 0 | 0.0% | 0.4 | i | 0.4 | 1% | 1%
O=C1c2cccnc2C(=O)N1Cc1ccc(Cl)cc1 | 1.6% | 8% | 1 | 786 | 0 | -3 | 0.5% | 1 | i | 0.6 | 6% | -1%
COc1ccccc1C(=O)n1nc(-c2ccco2)nc1N | 2.6% | 7% | 1 | 751 | -12 | -5 | 0.4% | 1 | i | 0.9 | -4% | 3%
Cc1ccc(Cn2ncc3c(N4CCCC4)ncnc32)cc1 | 0.2% | 14% | 6 | 742 | 14 | 10 | 1.6% | 1 | i | 1.4 | 14% | -2%
COc1ccc(CCNC(=O)CSc2nnc(-c3cccc(F)c3)o2)cc1OC | -1.2% | 9% | x | x | -1 | 1 | 0.1% | 1 | i | 12 | 11% | -2%
COc1ccccc1NC(=O)Cn1cc(C(=O)c2ccco2)c2ccccc21 | 4.4% | 11% | -96 | 476 | -2 | 10 | 1.1% | 1.1 | i | 0.8 | 10% | 3%
Cn1cccc1Cc1nnc(SCC(=O)N2CCN(c3ccccc3)CC2)n1-c1ccc(F)cc1 | -1.4% | 11% | x | x | -22 | -38 | -0.3% | 1.1 | i | 5.1 | 7% | 2%
CC1(C)CC(N(Cc2ccccc2)C(=O)Cc2ccccc2)CCO1 (stereo unspecified) | 0.9% | 0% | -17 | 733 | -1 | 0 | -0.3% | 1.1 | i | 0.4 | -4% | 8%
COC(C[C@H]1O[C@H]1[C@@H](O)[C@H](C)OCc1ccccc1)OC | x | x | -23 | 677 | x | x | 1.3% | x | i | 1.2 | x | 3%
CC1(C)Cc2cccc(OCC(=O)Nc3cccnc3Cl)c2O1 | -0.9% | -6% | -18 | 780 | 12 | 21 | 0.2% | 1.1 | i | 1.1 | -2% | -4%
Cn1c(=O)n(-c2cccc(Cl)c2)c(=O)c2c3c(sc21)COC(C)(C)C3 | -0.1% | 0% | x | x | 4 | 8 | 0.2% | 1.1 | i | 0.4 | 0% | 4%
Cc1csc(SCC(=O)NC2CCCCC2)n1 | -0.6% | -2% | -4 | 805 | -25 | -61 | 0.1% | 1.1 | i | 0.7 | -6% | -5%
CCCCn1c(SCC(=O)NC(=O)NCc2ccco2)nc2cc(S(N)(=O)=O)ccc21 | -0.7% | -6% | x | x | -17 | -10 | 0.0% | 1.1 | i | 3.0 | -6% | 5%
Cc1cccc2cc(=O)[nH]c(C)c12 | -0.3% | 1% | x | x | 17 | 1 | 2.1% | 1.2 | i | 0.8 | -4% | 3%
C#CCNC(=O)C1=C[C@H](c2ccccc2)C[C@H](OCCCCO)O1 | 0.8% | 14% | -8 | 769 | -9 | 6 | 3.1% | 1.1 | i | 1.0 | 46% | 2%

By substructure, those above containing an NH in an aromatic ring
SMILES | CSM14.1 death rescue | human PMI inhibition | Hep lipid drop | Hep lipid drop cells 6.5 µM | WT yeast gro inh | WT yeast gro inh mutant strain | UTI89 phage lysis | TNAP activators | Myeloid diff 2 | Myeloid diff 2 GFP+ MAC1+ % | PMI inhibition | M1AAP inhibition
CCn1c(-c2ccc(OC)c(OC)c2)n[nH]c1=S | -1.9% | 16% | 14 | 781 | -12 | -20 | 0.5% | 0.9 | i | 0.9 | 10% | -6%
COc1ccc(/C(C)=N/OC/C(O)=C(\C#N)c2nc3ccccc3[nH]2)cc1 | 0.2% | 10% | 4 | 655 | -1 | 6 | 0.0% | 1 | i | 0.3 | 0% | -2%
COc1cc2[nH]ccc(=O)c2cc1OC | -1.6% | 1% | -4 | 730 | -3 | -20 | -0.5% | 1.1 | i | 1.8 | 3% | 2%
C/C(N)=C(/C#N)C(=O)CSc1n[nH]c(-c2cccs2)n1 | 1.3% | -7% | 0 | 657 | -9 | 0 | 0.0% | 0.4 | i | 0.4 | 1% | 1%
Cc1cccc2cc(=O)[nH]c(C)c12 | -0.3% | 1% | x | x | 17 | 1 | 2.1% | 1.2 | i | 0.8 | -4% | 3%
